High-throughput results as filed in PubChem.
697 NFkB inh: inhibitors of the PMA/ionomycin-induced NF-kB reporter in 697 B cells. 697 B-cell NF-kB luciferase reporter, 16 h. inhibition, % at 4 µM. 0.33% of 330,000 active; in the data active = inhibition above about 35%
Apaf1 inhib: inhibitors of human Apaf-1 apoptosome; 0.71% of 330,000 active; reconstituted apoptosome caspase-3 activity, DEVD-Rh110 fluorescence; AID 489030; O14727; inhibition, % at 20 µM; active = inhibition of at least 40% at 20 µM;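 note: plate controls were DMSO wells for no effect and DEVD-CHO caspase inhibitor wells for full effect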
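Material: reconstituted apoptosome with Apaf-1, cytochrome c, caspase-9, procaspase-3, dATP; medium: pH 7.5 Hepes buffer with CHAPS, BSA, DTT; also added: cytochrome c and DEVD-Rh110 substrate; timing: 30 min plus 50 min, RT; signal: Rh110 fluorescence intensity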
Jurkat NFkB inh: inhibitors of the PMA/ionomycin-induced NF-kB reporter in Jurkat cells | PMA/ionomycin-induced NF-kB luciferase reporter, luminescence | inhibition, % at 4 µM | 0.53% of 330,000 active
Gli-Sufu antag: blocks Gli-Sufu signaling in a luciferase reporter; Sufu-KO-LIGHT fibroblasts, Gli luciferase reporter luminescence; inhibition, % at 5 µM; 0.74% of 340,000 active;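 active = inhibition above about 55%, limit read from the data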;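 note: 0% = DMSO-treated cells and 100% = wells with medium but no cells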
SENP8 block: SENP8 protease inhibition; Q96LD8; purified SENP8, Z-RLRGG-aminoluciferin cleavage, luminescence; 1.2% of 330,000 active; inhibition, % at 10 µM; AID 2540
Target sequence (Q96LD8 whole entry, looked up): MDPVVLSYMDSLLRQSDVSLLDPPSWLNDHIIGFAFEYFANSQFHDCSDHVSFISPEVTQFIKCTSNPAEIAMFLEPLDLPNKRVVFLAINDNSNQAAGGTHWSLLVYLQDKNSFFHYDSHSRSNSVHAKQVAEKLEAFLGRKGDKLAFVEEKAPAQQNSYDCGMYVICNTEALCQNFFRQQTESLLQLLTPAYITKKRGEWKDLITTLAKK
UBC13 polyUb: human UBC13 polyubiquitination inhibition | P61088 | UBC13 polyubiquitin chain formation, TR-FRET | inhibition, % at 20 µM | 0.47% of 330,000 active | AID 485273; in the data active = inhibition above about 45%, passing the limit was not always enough
Target sequence (P61088 whole entry, looked up): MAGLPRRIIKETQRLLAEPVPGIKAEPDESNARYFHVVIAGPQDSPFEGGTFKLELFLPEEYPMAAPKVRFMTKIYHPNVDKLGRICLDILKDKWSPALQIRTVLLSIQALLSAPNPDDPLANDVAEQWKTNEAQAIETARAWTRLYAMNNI
HKDC1 inh: HKDC1 (human) hexokinase inhibition; inhibition, % at 20 µM; 0.16% of 340,000 active; AID 493160; recombinant HKDC1, G6PDH/diaphorase resazurin coupled fluorescence; Q2TB90;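 active = inhibition above about 35% when tested at 20 µM, limit read from the data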;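 note: plate controls were DMSO wells with enzyme for no effect and DMSO wells lacking enzyme for full effect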
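Material: recombinant HKDC1 hexokinase; Amount: HKDC1 at 5 µg/mL; Medium: Tris pH 8.0 buffer with MgCl2, Tween-20, BSA, BME; Schedule: 90 min reaction incubation at room temperature, dark; Technique: coupled resazurin fluorescence, excitation 525 nm, emission 613 nm.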
SENP7 inh: blocks the human protease SENP7 | Q9BQF6 | recombinant SENP7, Z-RLRGG-aminoluciferin luminescence, 40 min | inhibition, % at 5 µM | 1.5% of 330,000 active;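 active = inhibition above about 50% at the single test dose, limit read from the data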;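 note: plate controls were DMSO with enzyme for no effect and no enzyme buffer wells for full effect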
Target sequence (Q9BQF6 706-1050 limits assumed): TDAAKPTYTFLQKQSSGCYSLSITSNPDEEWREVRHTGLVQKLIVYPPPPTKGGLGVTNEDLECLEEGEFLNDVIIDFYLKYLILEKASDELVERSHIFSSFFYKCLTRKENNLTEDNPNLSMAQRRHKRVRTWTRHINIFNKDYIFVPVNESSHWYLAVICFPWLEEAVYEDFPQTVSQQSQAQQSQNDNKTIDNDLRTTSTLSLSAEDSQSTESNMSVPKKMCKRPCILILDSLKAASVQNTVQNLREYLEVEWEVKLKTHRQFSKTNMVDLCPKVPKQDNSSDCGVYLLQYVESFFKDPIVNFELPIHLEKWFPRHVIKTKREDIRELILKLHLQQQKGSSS
Active calls of the source: *. Cut-off read from the data, not from the text of the source, unless noted: active = inhibition above about 50%; inactive = the rest.

#	SMILES	697 NFkB inh	Apaf1 inhib	Jurkat NFkB inh	Gli-Sufu antag	SENP8 block	UBC13 polyUb	HKDC1 inh	SENP7 inh
1	CCOC(=O)/C(C#N)=C/c1cn(CCC(=O)O)nc1-c1ccc(OC)cc1	-2	9	3	0	-11	-8	-3	-4
2	CCN(CC)CCNc1cc(C)c(C#N)c2nc3ccccc3n12	0	-4	2	27	-3	9	12	8
3	Cc1[nH]n(-c2nc(-c3ccccc3F)cc(=O)[nH]2)c(=O)c1CCO	1	-10	-11	23	2	-17	-5	5
4	CN(CCO)S(=O)(=O)c1ccc2c(c1)C(=O)c1cc(S(=O)(=O)N(C)CCO)ccc1-2	-6	-1	8	-7	10	-19	15	3
5	CN(C)c1ccc(/C=C/c2nnnn2-c2ccccc2)cc1	-157	9	-102	-91	11	30	12	2
6	CC(C)n1cnnc1SCC(=O)Nc1cccc(S(=O)(=O)N(C)c2ccccc2)c1	6	-8	24	-1	1	6	-5	6
7	COc1ccc(CCNC(=S)NNC(=O)c2c(Br)c(C)nn2C)cc1OC	7	-9	20	3	7	8	-2	-5
8	CCNC(=O)NC(=O)C(C)OC(=O)CCS(=O)(=O)c1ccc(C)cc1 (stereo not given)	7	-7	5	-4	0	21	-4	4
9	COc1ccccc1C(=O)NNC(=O)Cc1ccccc1	6	1	-9	-33	-1	1	-5	5
10	COC(=O)c1c(C)nc(C)c2c(=O)oc3ccccc3c12	-16	-5	13	-10	3	8	-5	-1
11	C#Cc1cccc(C(=O)N2CCCC(Nc3cccc(F)c3)C2)c1 (stereo not given)	-9	4	-8	8	-4	0	-4	0
12	CCOC(=O)N1CCC(Nc2ccc3nnc(-c4ccccc4)n3n2)CC1	12	16	-8	12	2	8	2	-2
13	CCOc1ccc(/C=C2\SC(=O)N(CCNC(=O)C3COc4ccccc4O3)C2=O)cc1OC (stereo not given)	4	11	20	1	-2	2	-5	-7
14	NNC(=O)c1ccc(Cn2cc(Br)c(N)n2)cc1	8	-40	-7	-27	0	3	-5	1
15	O=C(OCC(=O)N1CCCC1=O)c1ncc(Cl)c(Cl)c1Cl	-11	2	6	-11	6	1	1	6
16	CC(=O)c1cccc(NC(=O)NCc2cccs2)c1	19	0	15	18	3	-2	6	7
17	CCOC(=O)c1c(NC(=O)c2ccno2)c2cc([N+](=O)[O-])ccc2n1C	-5	-45	-2	4	-3	14	-4	-1
18	CCCCN(N=Nc1nonc1OC)c1nonc1OC	-5	13	-3	-1	-2	-2	10	-4
19	COc1ccc(CCN2CC(C(=O)N(C)CCOc3ccccc3)CCC2=O)cc1 (stereo not given)	-20	-11	8	9	-4	-2	-4	-1
20	O=C(CCc1ccccc1)NC(=S)Nc1cc(C(F)(F)F)ccc1N1CCOCC1	3	2	0	5	5	-3	-5	2
21	Cc1cc(-c2nnc(-c3ccccc3)c(-c3ccccc3)n2)c(C)o1	8	2	-2	-3	-10	-8	12	0
22	O=C(Oc1cccc(-n2cnnn2)c1)C1CCCCC1	-5	-5	-5	6	1	2	4	5
23	CCOC(=O)C1=C(C)N=c2s/c(=C\c3ccc(OC(C)=O)c(OCC)c3)c(=O)n2C1/C=C/c1ccccc1 (stereo not given)	-23	12	-9	-1	1	-32	4	-4
24	CC(C)c1ccc(-c2nnn(CCC(=O)O)n2)cc1	71*	-3	60*	40	71*	6	-4	26
25	Cc1ccc(NS(=O)(=O)c2ccc3c(c2)CC(=O)N3)c(C)c1	15	2	6	1	11	4	0	0
26	CCOc1ccc(NS(=O)(=O)c2ccc(C(=O)NCC3(N(C)C)CCCCC3)cc2)cc1	-32	9	-20	13	-2	5	-3	-9
27	COCCN(C(=O)COC(=O)Cc1c[nH]c2ccccc12)c1c(N)n(Cc2ccccc2)c(=O)[nH]c1=O	14	4	2	-5	10	-2	-3	-4
28	CC(NC(=O)c1ccco1)c1nc(-c2ccc(Cl)cc2)no1 (stereo not given)	13	0	7	2	3	9	-2	-7
29	Cc1ccc(C(=O)N/N=C\c2ccc[nH]2)cc1[N+](=O)[O-]	-6	9	-11	3	3	-14	-7	-15
30	CCc1ccc(C(=O)NNc2ccc(S(N)(=O)=O)cc2)cc1	4	-26	4	-10	-2	-2	-1	-2
31	CCCN1C2CCCC1CC(NC(=S)NCCCOCC)C2 (stereo not given)	12	-8	3	-6	-6	11	5	2
32	COc1ccccc1C(=O)Nn1c(C2CCC2)nc2ccccc2c1=O	-1	-17	-9	2	6	9	-2	-7
33	Cc1ccccc1-c1nc(-c2ccc(NC(=O)c3cccs3)cc2)no1	-31	-7	-56	5	17	3	-5	51*
34	Nc1ccc(C(=O)N2CCN(S(=O)(=O)c3ccc4c(c3)OCCO4)CC2)cc1[N+](=O)[O-]	19	2	15	9	-16	-3	2	6
35	COc1ccc(C(=O)COC(=O)CCCC(=O)NC2CCCCC2)cc1	5	-2	14	-3	8	-15	-4	-7
36	CCCCN(CC)Cc1ccc(CNC(=S)Nc2ccccc2F)o1	17	4	-16	4	-1	4	-8	5
37	CC[C@@]1(C(=O)OC)N[C@H](CN(C)C(=O)COC)[C@@H]2C(=O)N(Cc3ccccc3)C(=O)[C@@H]21	0	-7	5	2	-5	-1	-8	-1
38	CC(=O)Nc1ccc(N(C(=O)c2ccco2)C(C(=O)NC2CCCC2)c2ccc(N(C)C)cc2)cc1 (stereo not given)	1	-4	12	5	7	7	-4	-1
39	COc1cccc(N2CCN(C(=O)c3ccc(-c4ccccc4)cc3)CC2)c1	7	20	1	5	-6	3	4	19
40	COCC(=O)Nc1cc(Cl)c(OC)cc1OC	16	-2	11	-2	1	-2	11	0
41	CN(Cc1ccc(F)cc1)C(=O)c1cccc(S(=O)(=O)N2CCN(c3ccc(F)cc3)CC2)c1	-17	19	20	14	-8	-6	1	8
42	COCc1cc(=O)[nH]c2cc(NC(=O)C(F)(F)F)c(C)cc12	-8	1	-3	12	-1	8	-4	3
43	O=S(=O)(N(Cc1ccccc1)[C@@H](CO)Cc1ccccc1)N(Cc1ccccc1)[C@@H](CO)Cc1ccccc1	2	19	14	-6	1	2	-5	-4
44	Cc1cccnc1NC(=O)C(c1ccccc1)c1ccccc1	-4	6	-3	24	-2	-10	-4	-1
45	O=c1[nH]c2c(n(C3CCCCC3)c1=O)CCC2	0	0	3	-3	2	-1	3	2
46	Cn1c(CC(=O)NCCO)c(Sc2ccccc2)c2ccccc21	-3	-5	-1	4	3	-7	-1	4
47	Cc1sc2nc(SCC(=O)Nc3ccc(S(N)(=O)=O)cc3)[nH]c(=O)c2c1C	3	-6	12	-3	-19	23	6	-4
48	CCOc1ccccc1-n1nnnc1SCC(=O)NCc1ccco1	10	-8	-1	2	-4	8	-8	-3

Entries 47 to 48, quoted:
#	SMILES	697 NFkB inh	Apaf1 inhib	Jurkat NFkB inh	Gli-Sufu antag	SENP8 block	UBC13 polyUb	HKDC1 inh	SENP7 inh
47	Cc1sc2nc(SCC(=O)Nc3ccc(S(N)(=O)=O)cc3)[nH]c(=O)c2c1C	3	-6	12	-3	-19	23	6	-4
48	CCOc1ccccc1-n1nnnc1SCC(=O)NCc1ccco1	10	-8	-1	2	-4	8	-8	-3

Carrying on.
#	SMILES	697 NFkB inh	Apaf1 inhib	Jurkat NFkB inh	Gli-Sufu antag	SENP8 block	UBC13 polyUb	HKDC1 inh	SENP7 inh
49	O=C(COc1ccc(Cl)cc1)Nc1cc(NC(=O)COc2ccc(Cl)cc2)cc(C(=O)O)c1	-2	1	18	9	3	-7	2	-3
50	CCOC(=O)c1ccc(S(=O)(=O)N2CCN(C(C)=O)CC2)cc1	6	-9	-2	26	0	-3	-3	8
51	COC(=O)c1ccc(CSc2nc3sc(C(=O)O)c(C)c3c(=O)[nH]2)cc1	10	5	8	-2	-7	2	-3	-1
52	CC(C)(C)CN1C(=O)C(=O)NC[C@@H]1CCCCN	-6	2	-2	-4	-11	0	-4	-13
53	CC(C)(C)NC(=O)CC1C[C@H](C(=O)N2CCCCC2)[C@@]2(C)c3[nH]c4ccccc4c3CCN2C1=O (stereo not given in full)	-9	8	2	-2	-8	-3	-4	-3
54	CCCCN(CCCC)CCCNC(=O)CC1Oc2ccc(C)cc2NC1=O (stereo not given)	-14	-15	-2	13	3	5	-10	5
55	Cc1ccccc1N=C1NC(=O)CC(c2ccccc2)S1 (stereo not given)	18	-3	-3	1	-1	4	-1	6
56	CCNc1nc(NCC)nc(N(n2cnnc2)S(=O)(=O)c2ccc(C)cc2)n1	-28	6	10	1	7	-7	-8	8
57	C=C(C)CNC(=S)N/N=C/c1ccco1	12	-8	5	-2	-1	-6	1	-6
58	O=C(Nc1ccc(Cl)c(C(F)(F)F)c1)C(=O)N1CCCCC1	-24	-7	-16	-22	-4	4	-13	-5
59	CC1CCN(C(=O)COC(=O)c2cccc(S(=O)(=O)N(C)c3ccccc3)c2)CC1	0	14	1	-3	-4	0	-3	-10
60	Cc1c(F)cccc1NC(=O)CCCCCC1NC(=O)NC1C (stereo not given)	-8	0	-4	-10	-8	-7	-3	0
61	O=C(/C=C/c1ccccc1)Nc1nc(-c2ccncc2)cs1	-32	-7	2	-18	4	-8	-1	4
62	COc1cccc(N2CCN(C(=O)c3ccc(Cl)c(NC4=NC5CS(=O)(=O)CC5S4)c3)CC2)c1 (stereo not given)	-10	-1	10	-3	-4	-4	-4	-4
63	Cc1cccc(CCNC(=O)CC2C(=O)NCCN2CC2CCCCC2)n1 (stereo not given)	8	9	16	2	-8	8	-10	5

Molecules above that contain fluorine, in the order listed:
#	SMILES	697 NFkB inh	Apaf1 inhib	Jurkat NFkB inh	Gli-Sufu antag	SENP8 block	UBC13 polyUb	HKDC1 inh	SENP7 inh
3	Cc1[nH]n(-c2nc(-c3ccccc3F)cc(=O)[nH]2)c(=O)c1CCO	1	-10	-11	23	2	-17	-5	5
11	C#Cc1cccc(C(=O)N2CCCC(Nc3cccc(F)c3)C2)c1 (stereo not given)	-9	4	-8	8	-4	0	-4	0
20	O=C(CCc1ccccc1)NC(=S)Nc1cc(C(F)(F)F)ccc1N1CCOCC1	3	2	0	5	5	-3	-5	2
36	CCCCN(CC)Cc1ccc(CNC(=S)Nc2ccccc2F)o1	17	4	-16	4	-1	4	-8	5
41	CN(Cc1ccc(F)cc1)C(=O)c1cccc(S(=O)(=O)N2CCN(c3ccc(F)cc3)CC2)c1	-17	19	20	14	-8	-6	1	8
42	COCc1cc(=O)[nH]c2cc(NC(=O)C(F)(F)F)c(C)cc12	-8	1	-3	12	-1	8	-4	3
58	O=C(Nc1ccc(Cl)c(C(F)(F)F)c1)C(=O)N1CCCCC1	-24	-7	-16	-22	-4	4	-13	-5
60	Cc1c(F)cccc1NC(=O)CCCCCC1NC(=O)NC1C (stereo not given)	-8	0	-4	-10	-8	-7	-3	0
